Assay outcomes: PubChem BioAssay, National Center for Advancing Translational Sciences (NCATS)
D2 antag: HTS Assay for Allosteric Antagonists of the Human D2 Dopamine Receptor: Primary Screen for Antagonists | D(2) dopamine receptor (Homo sapiens), P14416 | HEK293 TREx D2 cells, calcium flux, dopamine EC80 | inhibition, % at 10 µM | 340,000 compounds, 2% hits | AID 485344, 2010; in the data active means inhibition above about 30%; further: 0% is about no effect
Target sequence (P14416 whole entry, looked up): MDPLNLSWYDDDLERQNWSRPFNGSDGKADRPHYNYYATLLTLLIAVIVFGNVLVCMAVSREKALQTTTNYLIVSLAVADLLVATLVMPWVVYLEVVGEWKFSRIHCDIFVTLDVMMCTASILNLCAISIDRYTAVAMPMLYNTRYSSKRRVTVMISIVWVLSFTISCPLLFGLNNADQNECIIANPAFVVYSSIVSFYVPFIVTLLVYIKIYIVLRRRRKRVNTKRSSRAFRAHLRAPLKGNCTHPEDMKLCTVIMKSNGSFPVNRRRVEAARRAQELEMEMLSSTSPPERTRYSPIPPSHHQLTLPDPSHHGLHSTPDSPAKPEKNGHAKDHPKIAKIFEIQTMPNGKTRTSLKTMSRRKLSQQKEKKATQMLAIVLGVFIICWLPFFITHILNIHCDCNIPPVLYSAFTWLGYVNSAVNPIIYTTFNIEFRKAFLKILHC
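Tetracycline-induced HEK293 TREx cells expressing D2 receptor forced-coupled to calcium signalling, loaded with no-wash calcium dye. Compounds added and calcium flux read 180 s, then dopamine added at EC80 and read a further 180 s.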
D1 PAM: Potentiators of Human D1 Dopamine Receptor: qHTS | D(1A) dopamine receptor (Homo sapiens), P21728 | HEK293 TREx D1 cells, calcium flux, dopamine EC20 potentiation | potentiation, % at 10 µM | 360,000 compounds, 0.036% hits; in the data active means potentiation above about 30%; further: 0% is about no effect
TRHR PAM: qHTS for Small Molecule Agonists and Allosteric Enhancers of Human TRH Receptor: Primary Screen for Enhancers. 360,000 compounds, 0.66% hits. TRHR cells, fluo-8 calcium fluorescence, EC20 TRH enhancement. AID 493056, 2011. enhancement, % at 2 µM; in the data active means enhancement above about 30%; further: 0% is about no effect
Target sequence (P34981 whole entry, looked up): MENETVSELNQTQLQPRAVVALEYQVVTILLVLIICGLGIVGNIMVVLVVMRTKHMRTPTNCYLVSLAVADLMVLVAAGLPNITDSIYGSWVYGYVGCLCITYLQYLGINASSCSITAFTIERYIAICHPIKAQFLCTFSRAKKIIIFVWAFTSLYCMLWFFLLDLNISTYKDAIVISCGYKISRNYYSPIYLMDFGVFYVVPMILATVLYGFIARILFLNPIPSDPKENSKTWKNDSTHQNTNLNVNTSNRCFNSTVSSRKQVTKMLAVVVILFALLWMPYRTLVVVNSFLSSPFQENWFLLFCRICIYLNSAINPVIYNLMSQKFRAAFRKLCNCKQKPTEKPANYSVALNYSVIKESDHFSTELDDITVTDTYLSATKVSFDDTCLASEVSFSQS
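Enhancer read-out: after compound pinning and an initial kinetic agonist-mode read, an EC20 of TRH (10 nM final) was injected and fluo-8 calcium signal (Ex 480/Em 530) followed at 1 s/cycle for 100 cycles in TRHR-expressing cells.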
D1 ag: Allosteric Agonists of the Human D1 Dopamine Receptor: qHTS | 360,000 compounds, 1% hits | D(1A) dopamine receptor (Homo sapiens), P21728 | activation, % at 2 µM | HEK293 T-REx D1 cells, calcium flux, agonist mode; further: 0% is about no effect
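Inducible HEK293 T-REx D1 cells, force-coupled to calcium signalling, were plated at 4000 cells/well with tetracycline and held overnight at 30 C. After no-wash calcium dye loading, compound-evoked calcium rise over 180 s flagged agonists.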
TRHR ag: qHTS for Small Molecule Agonists and Allosteric Enhancers of Human TRH Receptor: Primary Screen for Agonists | Thyrotropin-releasing hormone receptor (Homo sapiens), P34981 | TRHR cells, calcium flux fluo-8, FDSS agonist mode | activation, % at 2 µM | 360,000 compounds, 0.18% hits | AID 493084, 2011; further: 0% is about no effect
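Read-out: compound-evoked intracellular calcium rise in TRHR cells, fluo-8 dye, kinetic FDSS fluorescence at 1 s/cycle following a 10-cycle baseline. Cells cultured overnight before dye loading (30 min–1.5 h, RT).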
D1 antagonist: Antagonist of Human D 1 Dopamine Receptor: qHTS; D(1A) dopamine receptor (Homo sapiens), P21728; HEK293 TREx D1 cells, calcium flux, dopamine EC80; hits give low values; activity change, negative = inhibition, % at 10 µM; 360,000 compounds, 3.2% hits; AID 504652, 2011; in the data active means activity change below about -30%; further: on the % scale 0 is the no-effect control and ±100 the full control effect
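Tetracycline-induced HEK293 Trex D1 cells, force-coupled to calcium, dye-loaded; compounds added and read 180 s, then EC80 dopamine added and calcium flux tracked kinetically another 180 s.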
RXFP1 antag: qHTS Assay for Antagonists of the Relaxin Receptor RXFP1; Relaxin receptor 1 (Homo sapiens), Q9HBX9; HEK293-RXFP1, relaxin-stimulated cAMP HTRF, 30 min; hits give low values; activity change, negative = inhibition, % at 57.5 µM; 350,000 compounds, 0.59% hits; AID 1259400, 2018;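 active means activity change of -60% or lower, but not beyond a set lower limit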; further: on the % scale 0 is the no-effect control and ±100 the full control effect
D2 PAM: HTS Assay for Positive Allosteric Modulators of the Human D2 Dopamine Receptor: Primary Screen for Potentiators; D(2) dopamine receptor (Homo sapiens), P14416; HEK293 T-REx D2, calcium flux, EC20 dopamine potentiation; potentiation, % at 10 µM; 340,000 compounds, 0.34% hits; AID 485347, 2010;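 active means potentiation over 3 SD above the plate norm, cut at about 30% in these data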; further: 0% is about no effect
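Potentiation of an EC20 dopamine calcium response is measured in a force-coupled, tetracycline-inducible Hek293 Trex D2 line. Compound-only kinetic reads over 180 s flag agonists before dopamine addition.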
D2 agonist: HTS Assay for Allosteric Agonists of the Human D2 Dopamine Receptor: Primary Screen for Agonists | D(2) dopamine receptor (Homo sapiens), P14416 | AID 485358, 2010 | HEK293 T-REx D2 cells, calcium flux agonist mode | 340,000 compounds, 0.53% hits | activation, % at 2 µM;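 active means activation over 3 SD above normal in the single-dose calcium agonist read, cut at about 30% in these data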; further: 0% is about no effect
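Agonism is scored from calcium flux in a force-coupled, inducible HEK293 cell line expressing D2, read kinetically for 180 s after compound addition against dopamine controls.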
* marks the source's active call; other numbers are inactive results; . = not tested or not shown. Unless noted, no stated cut-off is given here; in the data, active means activation above about 30%; inactive means the rest. This is a random part of the collection (roughly 7.3% active in at least one column).

The opening 5 entries as a preview:
SMILES	D2 antag	D1 PAM	TRHR PAM	D1 ag	TRHR ag	D1 antagonist	RXFP1 antag	D2 PAM	D2 agonist
Cc1[nH]n(-c2ccccc2)c(=O)c1C=NCc1ccncc1	-10	3	25	1	0.2	13	-11	-4	0.8
CCCCn1c(-c2csc3c2CCCC3)n[nH]c1=S	-22	-1	-4	0	1.5	-2	-25	-3	1.5
CCOC(=O)C1(C)NC(c2ccco2)C2C(=O)N(c3ccc(C)cc3)C(=O)C21 (configuration not stated)	-17	-5	-5	-1	0.8	-4	-3	10	0.2
Cc1cc(NC(=O)c2ccc(F)cc2)n(-c2ccccc2)n1	-12	7	6	1	-0.2	4	5	-2	0.7
Cc1coc2cc3oc(=O)c(CC(=O)NCc4ccccc4)c(C)c3cc12	.	1	-2	1	-0.9	9	-9	0	.

The listing, repeating the preview:
SMILES	D2 antag	D1 PAM	TRHR PAM	D1 ag	TRHR ag	D1 antagonist	RXFP1 antag	D2 PAM	D2 agonist
Cc1[nH]n(-c2ccccc2)c(=O)c1C=NCc1ccncc1	-10	3	25	1	0.2	13	-11	-4	0.8
CCCCn1c(-c2csc3c2CCCC3)n[nH]c1=S	-22	-1	-4	0	1.5	-2	-25	-3	1.5
CCOC(=O)C1(C)NC(c2ccco2)C2C(=O)N(c3ccc(C)cc3)C(=O)C21 (configuration not stated)	-17	-5	-5	-1	0.8	-4	-3	10	0.2
Cc1cc(NC(=O)c2ccc(F)cc2)n(-c2ccccc2)n1	-12	7	6	1	-0.2	4	5	-2	0.7
Cc1coc2cc3oc(=O)c(CC(=O)NCc4ccccc4)c(C)c3cc12	.	1	-2	1	-0.9	9	-9	0	.
O=C(COC(=O)/C=C/c1cc(Br)ccc1F)Nc1ccc2[nH]c(=O)[nH]c2c1	-7	-5	2	0	-0.1	-7	-18	6	-1.5
Cc1c(Cl)cccc1NC(=S)NCCC(c1ccccc1)c1ccccc1	5	-11	-1	9	0.6	-11	-6	17	1.4
COc1ccc(/C=N/Nc2cc(N(C)C)nc(N(C)C)n2)cc1	0	0	13	1	-0.8	9	-7	-8	-0.6
CC(C)(C)S(=O)(=O)c1cnc(-c2ccc(Cl)cc2)nc1N	-27	-3	0	2	0.6	-18	-7	9	-0.2
COc1ccc(Nc2nc(N)nc(CSc3n[nH]c(-c4ccccc4)n3)n2)cc1	12	-5	-1	1	-0.6	-19	12	15	-0.1
COc1ccc(N(CC(=O)NCCSc2ccccn2)S(=O)(=O)c2ccc(C)cc2)cc1OC	-14	3	-1	1	-0.4	-1	-22	3	-0.4
COc1cc(CNC2CCCCCCC2)cc(Cl)c1OC	-5	2	9	15	1.1	15	-23	-3	0.6
O=C(Nc1ccc(O)c2c(=O)cc(-c3ccccc3Cl)oc12)c1ccc(Cl)c(Cl)c1	5	-9	2	1	-0.2	3	.	3	0.4
O=C(CC1S/C(=N/N=C/c2ccco2)NC1=O)Nc1ccccc1 (configuration not stated)	1	0	4	2	0.0	-7	-22	3	-0.1
COc1ccc(/C=N/OCC(=O)Nc2cc(C)on2)cc1OC	-15	4	5	2	0.5	2	.	10	-1.2
CCN(CC)c1ccc(NC(=O)COC(=O)/C=C/c2nc3ccccc3s2)cc1	-2	-3	7	1	0.1	2	-12	1	0.4
O=C1CC(/C=C/c2ccc([N+](=O)[O-])cc2)=Nc2ccccc2N1	-10	-1	1	0	2.0	1	-12	0	2.9
CC1CCCCC1NC(=O)CCn1c(=O)sc2ccccc21 (configuration not stated)	-5	1	-7	1	-0.6	2	5	1	-1.2
CN(C)S(=O)(=O)c1ccc(Cl)c(NC(=O)CN2CCN(c3ccccn3)CC2)c1	27	-2	8	3	0.0	-19	8	-25	69*
Cc1scc(C(=O)N2CCN(S(C)(=O)=O)CC2)c1-c1ccccc1	-2	2	11	0	0.1	-2	-3	14	0.8

Rewritten bar-delimited: entries from further up.
Molecule | D2 antag | D1 PAM | TRHR PAM | D1 ag | TRHR ag | D1 antagonist | RXFP1 antag | D2 PAM | D2 agonist
CCCCn1c(-c2csc3c2CCCC3)n[nH]c1=S | -22 | -1 | -4 | 0 | 1.5 | -2 | -25 | -3 | 1.5
CCOC(=O)C1(C)NC(c2ccco2)C2C(=O)N(c3ccc(C)cc3)C(=O)C21 (configuration not stated) | -17 | -5 | -5 | -1 | 0.8 | -4 | -3 | 10 | 0.2
Cc1cc(NC(=O)c2ccc(F)cc2)n(-c2ccccc2)n1 | -12 | 7 | 6 | 1 | -0.2 | 4 | 5 | -2 | 0.7

(next part)
SMILES	D2 antag	D1 PAM	TRHR PAM	D1 ag	TRHR ag	D1 antagonist	RXFP1 antag	D2 PAM	D2 agonist
CC1CCCCC1n1c(-c2cccnc2)n[nH]c1=S (configuration not stated)	1	2	2	1	-0.1	-4	-5	-7	-0.4
O=C(CCN1CCN(CC(=O)Nc2ccccc2F)CC1)Nc1ccccc1F	6	-1	5	2	-0.3	10	-7	2	-0.4
Nc1ccccc1SC/C=C/CSc1ccccc1N	-16	-3	2	0	-0.1	3	-16	1	-0.2
Cc1ccc(NC(=O)Nc2csc3c2CCCC3)c(C)c1	.	-6	4	7	-0.3	-25	-15	-24	-0.3
CCOC(=O)/C(C#N)=C\c1cccnc1	6	-7	28	0	0.3	-16	-6	1	1.8
c1cnc2c(C3NCCc4c3[nH]c3ccccc43)cccc2c1 (configuration not stated)	36*	1	15	41*	1.1	-57*	.	-21	-0.2
O=S1(=O)C=C(SCc2ccc(F)cc2)Nc2ccccc21	-4	2	5	4	-0.2	4	2	4	-0.4
O=C(O)C(Cc1ccccc1)N1C(=O)c2ccccc2C1=O (configuration not stated)	14	-5	0	-1	-0.2	-20	11	-16	0.5
COc1ccccc1C(=O)Nc1ccc2c(c1)nc1n2CCN(C2CCCCC2)C1	-7	2	2	2	0.3	2	17	5	-0.3
CC(N=C1NS(=O)(=O)c2ccccc21)C(=O)NCCCc1ccccc1 (configuration not stated)	.	3	4	1	0.0	0	-10	.	.
COc1ccc(NC(=O)CSc2ccc3c(c2)OCCO3)cc1OC	-16	-5	-1	13	-0.4	-9	-8	6	0.1
Cc1cc(NC(=O)C2CC(c3ccc(Cl)cc3)=NO2)no1 (configuration not stated)	-3	0	0	1	-0.2	-13	-2	-3	0.1
O=C(NCCc1ccccc1)c1cccc(S(=O)(=O)NCc2ccccc2)c1	.	-3	0	4	0.8	1	-8	.	.
Cc1ccnc(NC(=O)COC(=O)C2COc3ccccc3O2)n1 (configuration not stated)	.	-7	0	3	-1.1	-2	-11	.	.
O=C(CN1C(=O)COc2ccc(Cl)cc21)N1CCOCC1	7	-2	2	1	0.2	-21	5	7	0.6
COc1ccc(NC(=S)N(Cc2cccc(Br)c2)CC2CCC(C(=O)O)CC2)cc1 (configuration not stated)	-11	-4	4	4	-0.1	-1	-2	1	0.0
CCOC(=O)c1cccc(NC(=O)CC2C(=O)N(c3ccc(Cl)cc3)C(=O)N2C2CCCC2)c1 (configuration not stated)	.	-2	-6	13	-0.7	-3	-3	-1	1.5
CCOC(=O)c1ccccc1-n1nnnc1C	7	-2	0	1	0.8	-2	21	-8	0.6
O=C1c2cccc3cccc(c23)C(=O)N1c1ccccn1	-41	18	2	0	-0.5	-4	5	4	3.3
O=c1[nH]c(NNC(=S)NCc2ccccc2)nc2c1C1(CCCCC1)Cc1ccccc1-2	7	-6	-3	0	0.5	8	-3	8	0.6
CCOc1cc(/C=N/NC(=O)C(=O)N/N=C/c2ccc(O)c(OCC)c2)ccc1O	-11	-2	-2	2	-0.7	3	0	2	-1.6
O=c1ccc(-c2n[nH]c(=S)n2-c2ccc(F)c(Cl)c2)n[nH]1	-13	-1	1	3	1.1	-5	9	2	1.6
Cc1ccccc1-n1c(=O)/c(=C\c2ccco2)s/c1=C(/C#N)C(=O)Nc1ccccc1	-3	-3	-4	3	0.0	-3	1	-6	1.2
CCS(=O)(=O)N1Cc2ccccc2CC1C(=O)Nc1ccc(F)c(F)c1F (configuration not stated)	0	2	-4	1	-0.1	4	2	-1	1.5
N#Cc1cnn2cc(-c3ncc(C(F)(F)F)cc3Cl)cnc12	4	-10	1	1	-0.3	11	0	-3	0.0
CCOC(=O)c1cc(C#N)c(N2CCOCC2)nc1-c1ccccc1	-14	-1	1	1	-1.3	-7	-2	6	-1.5
O=C(/C=C1\NC2(CCCC2)Cc2ccccc21)N1CCOCC1	1	1	-3	1	0.5	1	-6	1	-0.5
Cc1cc(F)ccc1Nc1nc2ccc(Cl)cc2n2cnnc12	.	-1	1	0	0.6	1	-6	7	-0.3
Cc1ccccc1C(=O)NC1CCN(CC(=O)N2CCCCC2C)CC1 (configuration not stated)	-5	-1	1	2	0.2	0	-6	-1	0.4
CC(C)(CO)NC(=O)C(Cc1ccccc1)N1C(=O)c2ccccc2C1=O (configuration not stated)	6	-11	4	3	0.1	0	5	1	0.9

Just D2 antag (six entries from above):
smiles | D2 antag
CCOc1cc(/C=N/NC(=O)C(=O)N/N=C/c2ccc(O)c(OCC)c2)ccc1O | -11
O=c1ccc(-c2n[nH]c(=S)n2-c2ccc(F)c(Cl)c2)n[nH]1 | -13
Cc1ccccc1-n1c(=O)/c(=C\c2ccco2)s/c1=C(/C#N)C(=O)Nc1ccccc1 | -3
CCS(=O)(=O)N1Cc2ccccc2CC1C(=O)Nc1ccc(F)c(F)c1F (configuration not stated) | 0
N#Cc1cnn2cc(-c3ncc(C(F)(F)F)cc3Cl)cnc12 | 4
CCOC(=O)c1cc(C#N)c(N2CCOCC2)nc1-c1ccccc1 | -14
